# RGS7-Gao = RGS7-Galphao binding modulators, primary screen, biochemical, multiplexed bead flow cytometry | actives 0.35% (n = 220,000) | actives lie on both sides | AID 1439, 2008 | binding response (% of control), % at 10 µM; in the data active = binding response below about 49% or above about 150%; inconclusive = no clear call, values can overlap the other calls; inactive = in between;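 note: fluorescent Galphao held in activated GDP-AlF4 state binding bead-coupled RGS7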
# ABCG2 block = ABCG2 efflux pump inhibitors, primary screen, multiplex with ABCB1, IgMXP3 cells, flow cytometry; inhibition, % at 6.6 µM; JC-1 efflux; Broad substrate specificity ATP-binding cassette transporter ABCG2 (Homo sapiens), Q9UNQ0; actives 0.1% (n = 190,000);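 active = inhibition above 80%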;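 note: 0% = DMSO and 100% = nicardipine control wells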
# Target sequence (Q9UNQ0 whole entry, looked up): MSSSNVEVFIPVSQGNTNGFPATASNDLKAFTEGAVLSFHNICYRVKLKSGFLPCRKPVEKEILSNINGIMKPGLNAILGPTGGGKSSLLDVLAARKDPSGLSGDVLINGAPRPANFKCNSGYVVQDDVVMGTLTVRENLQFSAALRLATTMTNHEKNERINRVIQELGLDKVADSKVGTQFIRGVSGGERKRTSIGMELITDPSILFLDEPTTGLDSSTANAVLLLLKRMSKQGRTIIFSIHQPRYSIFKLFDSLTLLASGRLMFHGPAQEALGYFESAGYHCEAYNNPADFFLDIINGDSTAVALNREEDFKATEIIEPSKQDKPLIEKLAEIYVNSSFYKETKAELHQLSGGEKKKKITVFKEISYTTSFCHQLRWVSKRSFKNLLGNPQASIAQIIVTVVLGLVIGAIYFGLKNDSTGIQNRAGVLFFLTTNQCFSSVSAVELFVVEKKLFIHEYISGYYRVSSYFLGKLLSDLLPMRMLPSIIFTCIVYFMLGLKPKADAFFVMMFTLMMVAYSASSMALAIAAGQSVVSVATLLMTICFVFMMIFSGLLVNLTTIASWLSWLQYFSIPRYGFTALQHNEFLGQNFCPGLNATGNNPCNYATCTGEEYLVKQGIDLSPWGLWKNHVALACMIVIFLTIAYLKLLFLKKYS
#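 Measure – % inhibition of efflux relative to nicardipine and DMSO · Test system – ABCG2 IgMXP3 and barcoded ABCB1 CCRF-Adr cell mix · Control set – nicardipine as high control, DMSO as low control · Compound – one concentration, 6.6 µM final · Signal – flow cytometry of retained JC-1 fluorescence · Timing – 10 min exposure at 25 °C with rotation, no wash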
# Avidin bead fluor = green autofluorescence of compounds with avidin beads – biophysical, 488/530 nm, flow cytometry, artefact control, profiling panel | fluorescence (KMESF) at 10 µM | AID 1775, 2009 | compound fluorescence 488/530 nm; hits give high values | actives 0.38% (n = 220,000); in the data active = fluorescence above about 47; note: inactives centre near 10
# RGS4-Gao reg = modulators of RGS4 binding to Galphao, primary screen, biochemical, multiplexed bead flow cytometry. Guanine nucleotide-binding protein G(o) subunit alpha (Homo sapiens), P09471. actives lie on both sides. binding response (% of control), % at 10 µM. actives 0.33% (n = 220,000). AID 1415, 2008; in the data active = binding response below about 49% or above about 150%; inactive = in between;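 note: fluorescent Galphao activated with aluminum fluoride binding bead-coupled RGS4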
# Mcl1-Bid inh = Mcl-1/Bid binding inhibitors, primary screen, biochemical, TR-FRET, 1536-well; actives 0.97% (n = 220,000); TR-FRET Mcl-1/Bid-Dy647 peptide binding; inhibition, % at 21.7 µM; Induced myeloid leukemia cell differentiation protein Mcl-1 (Homo sapiens), Q07820;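 active = compounds that cut the binding signal by more than half at the single screening dose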;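 note: His-tagged Mcl-1 with europium anti-His antibody binding Bid BH3 peptide; 0% = Mcl-1 plus peptide wells and 100% = peptide-only wells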
# Target sequence (Q07820 whole entry, looked up): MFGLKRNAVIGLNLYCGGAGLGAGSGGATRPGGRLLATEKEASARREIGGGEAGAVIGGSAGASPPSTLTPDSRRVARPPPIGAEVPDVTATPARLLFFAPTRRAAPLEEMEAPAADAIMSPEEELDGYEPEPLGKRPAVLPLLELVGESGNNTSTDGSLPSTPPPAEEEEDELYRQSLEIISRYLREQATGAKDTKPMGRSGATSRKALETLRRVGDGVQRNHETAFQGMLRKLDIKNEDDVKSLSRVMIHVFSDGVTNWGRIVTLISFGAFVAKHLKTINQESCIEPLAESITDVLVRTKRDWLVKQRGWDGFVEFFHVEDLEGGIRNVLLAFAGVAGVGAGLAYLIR
# Mcl1 Noxa PPI = Mcl-1/Noxa binding inhibitors, primary screen, biochemical, TR-FRET, 1536-well; Induced myeloid leukemia cell differentiation protein Mcl-1 (Homo sapiens), Q07820; TR-FRET Mcl-1/Noxa peptide binding, 2 h; inhibition, % at 21.7 µM; actives 1.5% (n = 220,000); AID 1022, 2008;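 active = compounds that cut the protein-peptide binding signal by more than 50% relative to plate controls in a single-dose test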;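 note: His-tagged Mcl-1 with rhodamine Noxa BH3 peptide and terbium anti-His antibody; 0% = Mcl-1 plus Noxa peptide wells and 100% = peptide-only wells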
# GSH bead fluor = compound fluorescence on glutathione beads, profiling panel, artefact control, biophysical, 488/530 nm, flow cytometry. GSH beads flow cytometry, compound fluorescence 488/530 nm; hits give high values. fluorescence (KMESF) at 10 µM. actives 0.25% (n = 190,000). AID 1776, 2009; in the data active = fluorescence above about 89;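 note: glutathione beads carrying GST-tagged Bcl family fusion proteins plus one bare bead set; values are compound well signal with DMSO vehicle wells as background; inactives centre near 16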
# Bim-Mcl-1 = inhibitors of Bim peptide binding to Mcl-1, primary screen, biochemical, bead-based flow cytometry, multiplex; inhibition, % at 10 µM; Bim peptide-Mcl-1 binding; actives 0.1% (n = 190,000); Induced myeloid leukemia cell differentiation protein Mcl-1 (Homo sapiens), Q07820; in the data active = inhibition above about 40%;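 note: 0% = no compound tracer wells and 100% = peptide blocker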
# RGS8-Gao reg = RGS8-Galphao binding modulators, primary screen, biochemical, multiplexed bead flow cytometry | response (percent of control binding), % at 10 µM | actives 0.34% (n = 220,000) | Guanine nucleotide-binding protein G(o) subunit alpha (Homo sapiens), P09471 | actives lie on both sides | AID 1423, 2008; in the data active = response below about 60% or above about 140%; inactive = in between;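 note: Galphao activated as the GDP aluminium fluoride complex binding bead-coupled RGS8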
# Pf gametocyte = late stage P. falciparum gametocyte viability inhibitors, primary screen, ATP luminescence, HTS | AID 743093, 2013 | inhibition, % at 10.9 µM | P. falciparum stage V gametocytes, 24 h | actives 0.065% (n = 150,000);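 active = inhibition above the mean plus 3 SD of compounds within the control limits, set per campaign, cut at about 38% in these data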;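 note: 0% = DMSO wells and 100% = medium only without gametocytes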
# ABCB1 inh = ABCB1 efflux pump inhibitors, primary screen, cell-based, multiplex, flow cytometry, ABCG2 counter-screen; actives 0.067% (n = 190,000); ATP-dependent translocase ABCB1 (Homo sapiens), P08183; inhibition, % at 6.6 µM; CCRF-Adr cells, JC-1 efflux; in the data active = inhibition above about 40%;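 note: 0% = vehicle and 100% = reference inhibitor; higher value means more JC-1 retained so stronger ABCB1 efflux block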
# Numbers without * were called inactive; ? = inconclusive; . = no result given. Random draw from the library (roughly 3.3% active in at least one column).
SMILES,Bim-Mcl-1,ABCG2 block,RGS7-Gao,GSH bead fluor,Pf gametocyte,Avidin bead fluor,RGS4-Gao reg,RGS8-Gao reg,Mcl1-Bid inh,ABCB1 inh,Mcl1 Noxa PPI
CC(=O)N=c1sc2ccccc2n1C,-3,14,102,28,.,32,100,100,7,0.7,7
O=C1c2ccccc2NC(c2ccncc2)N1c1ccccn1 (stereo not given),-1,0,103,12,.,36,105,101,0,0.2,10
O=C(Nc1cccc(C(=O)O)c1)/C(=C\c1ccc2c(c1)OCO2)NC(=O)c1ccc(Br)o1,0,3,102,14,4,7,103,86,-10,-0.2,16
O=C(C1CCCN(Cc2ccccc2Br)C1)N1CCCCC1 (stereo not given),-4,3,94,10,-17,9,87,96,59*,-0.1,-22
O=C(Cn1cc2c(n1)CCCCC2)N1CCc2ccccc2C1,-1,4,104,13,.,24,104,102,-12,0.5,2
COc1ccc(CNC(=O)C2CC(=O)N(c3ccc(OCC(=O)N4CCCCC4)cc3)C2)cc1 (stereo not given),0,20,100,19,-16,22,100,99,-2,4.8,-4
Cc1nc2c(-c3ccc(F)cc3)c(C)nn2c(C)c1CCC(=O)NC(C)CCc1ccco1 (stereo not given),-2,19,97,14,.,23,95,95,-5,1.2,18
COC(=O)c1ccc(/C=N/NC(=O)C(=O)NCC2CCCO2)cc1 (stereo not given),.,.,?,.,15,6,104,103,-7,.,-18
CC1(C)CC(=O)C2=C(C1)c1c(ccc3ccccc13)NC2c1cc([N+](=O)[O-])cc([N+](=O)[O-])c1O (stereo not given),-2,-3,104,11,10,15,101,100,11,-1.3,46
CC(C)NC(=O)c1cc2c(-c3ccc(Cl)cc3)nn(C)c2s1,7,0,99,23,.,4,99,96,-14,-0.2,3
CCN(CC)c1ccc(NC(=O)Cn2cc3c(n2)CCC(C)C3)c(C)c1 (stereo not given),2,-2,105,16,.,7,100,102,-9,-0.5,61*
CNc1nc2ccccc2n1N,-4,-1,101,11,-8,6,102,102,-45,.,-6
COc1ccc(OC)c(/C=N/NC(=O)CC(=O)NCc2ccccc2)c1,2,3,98,8,-12,7,96,92,15,0.2,23
CCc1ccc(NC(=O)COc2ccc(F)cc2C(=O)c2cnn(-c3ccccc3)c2)cc1,-3,16,103,11,-5,13,100,101,1,2.3,8
COc1ccccc1C(=O)Nc1cccnc1,0,3,99,13,11,7,103,101,-24,0.8,15

SMILES,Bim-Mcl-1,ABCG2 block,RGS7-Gao,GSH bead fluor,Pf gametocyte,Avidin bead fluor,RGS4-Gao reg,RGS8-Gao reg,Mcl1-Bid inh,ABCB1 inh,Mcl1 Noxa PPI
N#Cc1nc(COc2ccc(F)cc2)oc1NCCN1CCOCC1,-1,4,100,35,-4,12,102,102,-17,0.5,18
O=C(/C=N\O)NCCCNCc1ccccc1,-1,0,100,10,.,13,100,101,-12,0.1,0
N/C(=N\OC(=O)c1ccc(OCC(F)(F)F)nc1)c1ccc(Cl)cc1,.,.,?,.,-4,9,99,99,6,.,8
O=C(O)c1c(Cl)c(Cl)c(Cl)c(Cl)c1C(=O)N1CCOCC1,-5,1,103,64,.,6,101,107,23,0.3,17
Cc1cc(C)n(CCOc2ccc(Cl)cc2Cl)n1,-6,5,95,25,4,11,95,98,7,1.6,15
CCOc1ccc(Cl)cc1S(=O)(=O)NCc1ccccn1,-2,9,?,13,9,13,99,100,11,0.3,-7
Cc1ccc(-c2cc3cccc[n+]3cc2-c2ccc(C)cc2)cc1,-9,-2,99,7,-7,2,95,88,-3,-0.6,13
CN1CC2(C(=O)c3ccccc3)CN(C)CC(C(=O)c3ccccc3)(C1)C2,-3,1,98,24,3,12,99,102,-13,0.1,12
O=S(N1CCCCC1)C12CC3CC(CC(C3)C1)C2 (stereo not given),-1,0,94,12,12,12,98,97,0,-0.1,-13
Cc1ccc(S(=O)(=O)N2CCOCC2)cc1NC(=O)COC(=O)c1cc(=O)[nH]c2ccccc12,0,0,97,25,-4,10,97,99,7,0.4,3
CCc1ccc2[nH]c(=O)c(CN(Cc3ccco3)C(=S)NCC3CCCO3)cc2c1 (stereo not given),0,8,99,14,.,12,100,102,-20,2.8,-9
CCOc1ccc(-n2c(C)nc(O)c2N=Nc2ccccc2)cc1,-17,16,97,14,.,7,101,101,-15,2.1,8
COCCN1C=C(C(=O)OC)C(c2cc(Br)c(OC)c(OC)c2)C(C(=O)OC)=C1,3,4,103,29,.,11,103,101,-19,1.8,28
Cn1ncc([N+](=O)[O-])c1C(=O)Nc1ccc(-c2nc3ccccc3o2)cc1,-1,4,99,12,.,23,100,99,-9,-0.2,-6
N#C/C(=C(/O)CCl)c1nc2ccccc2[nH]1,0,-2,87,10,-4,13,89,93,-51,-0.7,31

SMILES,Bim-Mcl-1,ABCG2 block,RGS7-Gao,GSH bead fluor,Pf gametocyte,Avidin bead fluor,RGS4-Gao reg,RGS8-Gao reg,Mcl1-Bid inh,ABCB1 inh,Mcl1 Noxa PPI
O=C(COC(=O)c1ccccn1)Nc1cc(Cl)ccc1Cl,0,19,96,27,.,7,96,97,-19,-0.4,16
COc1ccc(-c2ccnc(SCC(=O)c3ccc(Br)cc3)n2)cc1,-4,1,91,18,.,3,89,72,4,0.1,-6
C/C(=C\C(=O)c1ccccc1)Nc1ccc(N2CCOCC2)cc1,0,-2,97,11,11,10,96,96,-33,-0.5,10
O=C(COc1ccc(Cl)cc1)NCc1ccncc1,-1,0,102,10,3,10,100,99,-10,-0.4,2
CC1=C(C(=O)Nc2ccc(F)c(F)c2)C(c2cccs2)NC(=S)N1 (stereo not given),-4,0,102,6,12,2,102,103,-25,0.0,15
CCN1C=C(Cc2ccc(OC)cc2)C2=C(C1)C(c1ccc(OC)cc1)C(C#N)=C(N)O2 (stereo not given),-1,5,98,16,-21,16,99,100,-23,1.5,2
O=C(NCC1CCCO1)c1ccc(Cl)c(F)c1F (stereo not given),1,3,99,11,8,11,99,101,-6,0.2,11
CCOC(=O)CC(c1ccc([N+](=O)[O-])cc1)n1c(C)ccc1C (stereo not given),0,8,?,21,-5,9,97,101,-17,1.2,3
CC(C)(C)C(=O)NCCCNc1ccc([N+](=O)[O-])cc1,-3,9,?,17,27,9,93,94,-23,0.8,4
CCCc1cc(-c2n[nH]c(C)c2-c2ccc(C(=O)OCC)o2)c(O)cc1O,0,1,99,13,15,22,99,90,-5,-0.3,18
CC(C)C(c1nnnn1Cc1ccco1)N1CCC(C(N)=O)CC1 (stereo not given),.,0,104,34,.,9,104,100,-17,0.4,-11
Cc1ccc(Nc2nnc(SCC(=O)Nc3ccccc3[N+](=O)[O-])s2)cc1,-1,3,96,13,-21,13,99,102,2,0.5,15
c1ccc(Nc2nc(-c3cccs3)cs2)nc1,-6,18,112,22,3,24,111,119,-16,-0.1,4
COc1cccc(C2CC(c3ccc(C)cc3)n3nc(N)nc3N2)c1 (stereo not given),-1,1,98,14,.,23,97,99,-10,0.0,0
O=C(NCCC1=CCCCC1)C1CCCN(c2nc3ccccc3o2)C1 (stereo not given),0,5,99,13,.,39,102,102,0,1.1,-11

SMILES,Bim-Mcl-1,ABCG2 block,RGS7-Gao,GSH bead fluor,Pf gametocyte,Avidin bead fluor,RGS4-Gao reg,RGS8-Gao reg,Mcl1-Bid inh,ABCB1 inh,Mcl1 Noxa PPI
N#Cc1c(SC(C(=O)O)c2ccccc2)nc2c(c1-c1cccs1)CCCC2 (stereo not given),.,.,?,.,-10,4,97,101,31,.,35
CC1CCN(C(=O)Cn2cc3c(n2)CCCC3)CC1,-2,3,105,14,.,28,104,101,-9,0.5,-4
Cc1ccc(-n2ncc3c(NNC(=O)c4ccco4)ncnc32)c(C)c1,-1,0,103,14,-8,11,102,105,-28,-0.1,-1
O=C(NC1CCS(=O)(=O)C1)OC1CCCCC1 (stereo not given),-5,-4,101,23,-14,35,101,100,-2,-0.3,-6
COCCN1C(=O)/C(=C/c2ccc(N3CCCC3)cc2)SC1=S,-10,39,109,35,-8,15,112,106,-6,20,16
Cc1cccc(NC(=O)Cn2cnc3ccccc3c2=O)c1C,2,0,101,10,.,5,101,99,-6,0.0,2
CCOc1ccc(CN2CCN(Cc3[nH]c4ccc(OC)cc4c3C)CC2CCO)cc1 (stereo not given),0,2,103,13,.,13,109,105,-49,1.2,2
O=C(O)c1ccc(/C=N/N2CCN(Cc3ccccc3)CC2)cc1,-3,-1,100,9,.,7,99,106,-3,0.8,20
CCC(c1nnnn1CCC(C)C)N1CCC(C(N)=O)CC1 (stereo not given),-2,1,99,24,.,15,105,104,-18,0.3,10
O=C(Nc1ccc(S(=O)(=O)Nc2nccs2)cc1)c1ccc(F)c(S(=O)(=O)N2CCOCC2)c1,0,-1,100,17,-1,9,100,97,-64,-0.5,25
CCn1cc(C(=O)N2CCOCC2)c(=O)c2cc(S(=O)(=O)N(C)C3CCCCC3)ccc21,-6,1,103,14,.,31,104,104,19,0.2,-7
O=C(O)CCCC(=O)Nc1ccc(C(=O)NCc2cccnc2)cc1,1,1,100,36,.,16,101,101,-14,0.2,14
Cc1noc(COc2ccccc2OCc2onc(C)c2Cl)c1Cl,-6,1,104,84,.,5,107,101,3,0.1,10
O=C1c2ccccc2C(=O)N1CCc1csc(NNc2nc(CCN3C(=O)c4ccccc4C3=O)cs2)n1,0,-4,88,21,.,4,97,98,-65,-0.9,46
Cc1cc(C(=O)NCC(=O)OCC(=O)N(C(C)C)C(C)C)ccc1[N+](=O)[O-],1,20,91,13,12,3,86,79,8,1.3,25
COCCN=c1scc(-c2cccs2)n1/N=C/c1ccc(O)c(O)c1O,4,-2,86,12,25,15,92,85,-65,0.5,89*
CCN(CC)CC#CCC(OC)(c1ccccc1)c1ccccc1,-1,1,102,18,-15,8,99,107,7,0.4,4

# Copied from the list:
# O=C(Nc1ccc(S(=O)(=O)Nc2nccs2)cc1)c1ccc(F)c(S(=O)(=O)N2CCOCC2)c1 in Pf gametocyte = -1
# Cc1cccc(NC(=O)Cn2cnc3ccccc3c2=O)c1C in ABCG2 block = 0

# Source: PubChem (several laboratories)
